CHO-K1 Ca antag = nonselective inhibitor or artifact in parental CHO-K1 cells | ATP-induced calcium, Fluo-8 fluorescence | inhibition, % at 3 µM | actives 0.6% (n = 360,000) | AID 602250;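 active = inhibition above a per-plate cutoff, the plate's mean sample inhibition plus 3 SD, cut at about 24% in these data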;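 also: 0% = DMSO plus EC80 ATP and 100% = DMSO alone without ATP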
M1 antag = blocks human M1 muscarinic receptor; CHO-K1 hM1, Fluo-8 calcium fluorescence, ACh EC80 antagonist; inhibition, % at 3 µM; actives 1.3% (n = 360,000);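 active = percent inhibition above its own plate's cutoff, namely the mean of that plate's compound wells plus 3 SD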;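 also: peak over basal fluorescence ratio during 140 s after agonist addition; 0% = ACh EC80 plus DMSO and 100% = DMSO alone without agonist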
Target sequence (P11229 whole entry, looked up): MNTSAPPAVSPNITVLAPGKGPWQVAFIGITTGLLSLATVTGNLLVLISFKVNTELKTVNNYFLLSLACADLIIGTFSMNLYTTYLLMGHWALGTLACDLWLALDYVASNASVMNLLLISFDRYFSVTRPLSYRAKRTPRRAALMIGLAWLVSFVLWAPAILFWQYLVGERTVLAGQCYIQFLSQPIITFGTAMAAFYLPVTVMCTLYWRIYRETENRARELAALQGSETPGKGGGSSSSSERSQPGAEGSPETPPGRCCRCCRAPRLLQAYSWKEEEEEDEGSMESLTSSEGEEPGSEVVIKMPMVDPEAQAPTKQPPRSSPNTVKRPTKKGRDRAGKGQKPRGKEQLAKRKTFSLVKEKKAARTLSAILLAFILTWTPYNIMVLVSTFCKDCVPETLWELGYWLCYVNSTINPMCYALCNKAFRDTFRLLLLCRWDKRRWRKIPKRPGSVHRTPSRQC
CHRM1 agonist = agonists of human M1 muscarinic receptor | AID 588814 | P11229 | actives 0.33% (n = 360,000) | CHO-K1 hM1, Fluo-8 calcium fluorescence, agonist mode; 0% DMSO, 100% acetylcholine EC100 | activation, % at 3 µM;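 active = activation above the run's mean compound activation plus 3 SD, cut at about 16% in these data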;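 also: peak over basal fluorescence ratio within a 140 s kinetic read after compound addition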
CHO-K1 Ca ag = nonselective activator or artifact in parental CHO-K1 cells; Fluo-8 calcium fluorescence; scaled to maximal ATP response, vehicle zero; activation, % at 3 µM; AID 602248; actives 0.48% (n = 360,000); in the data active = activation above about 15%;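 also: untransfected CHO-K1 host cells lacking M1 receptor as counterscreen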
CHO parental Ca = counter-screen for OX1R antagonists: effect in parental CHO cells | actives 0.63% (n = 330,000) | AID 463079 | inhibition, % at 5.6 µM | parental CHO-K1, ATP-induced calcium, Fluo-8 fluorescence;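 active = inhibition above that plate's mean sample inhibition plus 3 SD, cut at about 26% in these data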;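 also: 0% = ATP-challenged DMSO wells and 100% = DMSO wells without ATP; some compounds past the cut are filed as inactive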
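material = parental CHO cells | also added = ATP as calcium-mobilizing challenge | dosing = single point at 5.6 µM | detection = intracellular calcium via Fluo-8 no-wash fluorescent dye | read-out = % inhibition | benchmarks = low control ATP plus DMSO, high control DMSO only | repeats = one well per compound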
M1 PAM = human CHRM1 positive allosteric modulation. P11229. CHO-K1 hM1, Fluo-8 calcium fluorescence, ACh EC20; 0% = ACh EC20, 100% = maximal ACh. activation, % at 3 µM. actives 0.088% (n = 360,000). AID 588819; in the data active = activation above about 19%, passing the limit was not always enough
M1 PAM parental = nonselective activator or artifact in parental CHO-K1 calcium assay | ATP EC20, Fluo-8 calcium fluorescence; 0% at ATP EC20, 100% at ATP max | activation, % at 3 µM | actives 0.02% (n = 360,000) | AID 602247;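 active = activation above the run cutoff, the mean activation of all test compounds plus 3 SD, cut at about 40% in these data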;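 also: peak over basal fluorescence ratio in a 140 s read after ATP addition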
TAAR1 antag = antagonists of human TAAR1; actives 1.5% (n = 360,000); inhibition, % at 3 µM; Q96RJ0; CHO RD-HGA16 TAAR1, Fluo-8 calcium fluorescence, antagonist;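 active = inhibition above a per-plate cutoff, the mean inhibition of test compounds on that plate plus 3 SD, cut at about 49% in these data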;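 also: 0% = DMSO plus EC80 beta-PEA response and 100% = DMSO alone without agonist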
Target sequence (Q96RJ0 whole entry, looked up): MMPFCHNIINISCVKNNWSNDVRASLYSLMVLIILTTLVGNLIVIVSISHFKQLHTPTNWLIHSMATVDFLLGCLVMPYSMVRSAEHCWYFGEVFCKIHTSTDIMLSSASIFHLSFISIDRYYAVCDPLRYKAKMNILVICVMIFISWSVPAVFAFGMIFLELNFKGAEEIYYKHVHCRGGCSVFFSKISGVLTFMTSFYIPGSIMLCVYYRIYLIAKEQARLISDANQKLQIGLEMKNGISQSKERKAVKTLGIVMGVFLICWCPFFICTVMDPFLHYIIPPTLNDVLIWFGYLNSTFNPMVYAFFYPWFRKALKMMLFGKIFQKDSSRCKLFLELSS
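Test system: hTAAR1-expressing CHO RD-HGA16 cells, Gα16-coupled; Probe or stimulus: EC80 β-phenethylamine stimulus; Compound dosing: single nominal final test compound concentration of 3 µM; Timing: 140 s kinetic read after compound, 140 s after agonist; Signal: Fluo-8 calcium-sensitive fluorescence; Measure: % inhibition of agonist calcium response; Controls: DMSO and EC80 PEA controls.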
TAAR1 agonist = human TAAR1 agonism; activation, % at 3 µM; Q96RJ0; AID 624467; actives 0.99% (n = 360,000); CHO RD-HGA16 TAAR1, Fluo-8 calcium fluorescence; vehicle wells 0%, saturating PEA agonist 100%;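 active = activation above the mean activation of all test compounds in the run plus 3 SD, cut at about 38% in these data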
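Test system: RD-HGA16 (CHO) cells co-expressing Gα16 and hTAAR1 | Doses: Single dose, 3 µM | Schedule: 17-24 h seeding, 75 min 37 °C dye, 30 min RT | Evaluation: % activation from peak over basal fluorescence ratio, DMSO-to-PEA scaled | Technique: Kinetic Fluo-8 calcium fluorescence | Benchmarks: Low control DMSO, high control PEA (EC100)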
Numbers without * were called inactive; x = not tested or not shown.

SMILES	CHO-K1 Ca antag	M1 antag	CHRM1 agonist	CHO-K1 Ca ag	CHO parental Ca	M1 PAM	M1 PAM parental	TAAR1 antag	TAAR1 agonist
O=C1N(Cc2ccc(F)cc2)CCN1c1ccc(F)cc1	-14	-6	-3	-0.2	3	7	6	-15	2
Cc1cc(SCC(=O)Nc2cccnc2Cl)nc2ccccc12	-15	-2	-5	0.4	-3	8	11	-6	6
Cc1cc(O)c(/C=N/Nc2ccccc2Cl)c(=O)o1	3	10	-3	-0.1	-1	-2	-4	-12	8
CSc1nc(-c2ccc(Cl)cc2)nn1C(=O)c1ccccc1	-12	-4	-6	0.3	-4	8	18	0	20
NS(=O)(=O)c1cc(C(=O)OCC(=O)Nc2ccc3c(c2)OCO3)ccc1Cl	-8	1	-1	0.1	-3	0	10	4	0
CCC/C=C/c1ccc(CN2C(CC(C)C)C(=O)N(Cc3cn(CCC4OCCO4)nn3)CCS2(=O)=O)cc1 (stereo not given)	-17	-10	-3	1.4	x	11	25	0	1
c1ccc2c(-c3nc4ncccc4o3)cccc2c1	-6	-1	-6	0.2	-18	2	10	8	22
CCCCn1c(SCC(=O)NCCOC)nc2ccc(N3CCOCC3)cc2c1=O	10	-3	-2	-0.5	-12	11	-1	10	1
Cc1ccc(-c2nnc(SCC(=O)Nc3cccc(C(=O)N4CCOCC4)c3)n2C)cc1	-3	-4	-6	1.0	-8	2	5	-1	-2
NC(=O)c1ccc(OCc2ccccc2)nc1	-4	-2	2	0.3	x	4	9	1	3
C[C@@H]1CN([C@@H](C)CO)C(=O)CCCn2nncc2CO[C@@H]1CN(C)S(=O)(=O)c1ccc2ccccc2c1	14	24	-4	-0.3	x	-14	-7	-7	0
O=C(COc1ccccc1[N+](=O)[O-])Nc1ccc(CN2CCOCC2)cc1	-6	3	-10	3.0	-5	1	18	4	4
CN1C(=O)N(C)C2(c3ccccc3)Nn3c(s/c(=C/c4ccco4)c3=O)=NC12c1ccccc1 (stereo not given)	-10	-7	-3	-0.3	-30	9	3	-11	4
Cn1cc([N+](=O)[O-])c(C(=O)NNC(=O)c2ccc([N+](=O)[O-])cc2Cl)n1	-5	-9	-3	0.1	4	11	14	14	-1
Cc1ccc(C(=O)NCCCNC(=O)COc2ccc(Cl)c(C)c2)cn1	6	-6	2	0.9	-20	16	10	-21	2
COc1ccc(N2CC(C(=O)NCCc3c[nH]c4ccccc34)CC2=O)cc1 (stereo not given)	-3	1	-1	1.6	2	-2	-3	9	3
CCOC(=O)C(=NCCCN(C)C)NNc1cc(C(F)(F)F)ccc1Cl	-11	-14	-5	0.7	-6	11	8	7	0
O=C(Nc1ccccc1)Nc1ccc(Br)c(Cl)c1	27*	28	0	13	29*	-13	3	40	23
O=C(CSC1CC(=O)N(c2ccc(C(=O)O)cc2)C1=O)Nc1ccc2ccccc2c1 (stereo not given)	-19	-4	-3	0.3	-1	7	29	-4	6
Cc1ccc(NC(=O)[C@H](C)NC(=O)C2CCN(C(=O)[C@@H](NC(=O)OC(C)(C)C)C(C)C)CC2)cc1	2	4	-4	-2.1	-25	7	-25	-20	-1
CCN(C(=O)CSc1cc(C)c2ccc(OC)cc2n1)C1CCS(=O)(=O)C1 (stereo not given)	-5	2	-4	-0.1	-16	0	-10	-22	2
CC(=O)c1cccc(NC(=S)NC(=O)c2ccccc2Cl)c1	-5	-7	-5	-0.1	-14	7	5	-11	1
CC(=O)N1CCc2cc(S(=O)(=O)NC(Cc3ccccc3)C(=O)NCCN3CCCCC3C)ccc21 (stereo not given)	-12	6	-7	0.4	-27	5	16	-21	1
COc1cc(OC)c(C2=NOC(C(=O)NCc3cccs3)C2)cc1Cl (stereo not given)	-8	-10	-4	2.7	-9	7	19	9	0
COC(=O)c1ccc(CSc2nc3ccc(C)cc3[nH]2)o1	3	-10	-5	0.3	-7	3	7	-7	0
O=C(CCc1ccccc1)NNC(=O)Nc1ccc(Cl)cc1	-8	-7	-2	0.1	-16	7	19	0	0
O=C(Nc1ccc(Oc2ccc3c(c2)C(=O)N(c2ccc(O)cc2)C3=O)cc1)c1cccs1	-4	-5	-2	-0.2	-2	8	3	-5	0
CN=c1sc2c(n1C)C(=O)c1ccccc1C2=O	-18	-4	-1	0.8	x	6	16	-13	6
CC(C)(C)C(=O)N/C(N)=N/c1nc2ccccc2o1	16	6	-3	2.2	-7	-8	-23	-10	1
COCCNC(=O)/C(C#N)=C/C=C/c1ccccc1[N+](=O)[O-]	-18	-2	-5	0.5	-17	4	-5	-15	2
Cn1c(=O)[nH]c(=O)c2c1nc(NCCO)n2CCOc1ccccc1	-6	2	-1	-0.2	-9	5	8	-11	7
CC(=O)N(C)C1(c2nnnn2CCOC(=O)Nc2ccc(Cl)cc2)CCCCC1	-4	2	-3	0.1	-14	6	6	-5	13
O=C(CN1C(=O)C2CC=CCC2C1=O)NCC(=O)Nc1ccc(F)c(F)c1F (stereo not given)	-14	-11	-1	1.2	-2	8	13	1	0
CCN(CC)c1ccc(NC(=O)c2ccc(Cl)nc2)cc1	-1	-19	-2	0.5	-1	6	8	6	7
COc1cccc(CNC(=O)c2nnn(CC(=O)Nc3ccc4c(c3)OCO4)c2N)c1	-13	-4	-2	0.3	-10	5	20	-4	0
COc1ccccc1NC(=O)c1ccc(NC(=O)c2ccc(=O)[nH]c2)cc1	-21	-21	-5	0.1	-11	9	3	4	5
C[C@H]1CN=C(N(C)C)N1CCC1CCCCC1	-9	6	-14	0.9	-4	3	3	-4	15
Cc1ccc(NC(=O)C/C(N)=N/OC(=O)Nc2ccc(C)c(Cl)c2)cc1	-14	5	-4	0.7	-5	4	5	-5	5
O=[N+]([O-])c1ccc2[nH]nc(-c3ccccc3)c2c1	3	0	-1	-0.4	-15	5	-2	-9	-2
CCOc1ccc(-c2noc(-c3cccnc3)n2)cc1OCC	-8	-12	-4	0.4	-19	5	4	-35	4
Cc1cc(C(=O)NCc2ccccc2)no1	-14	7	-4	0.9	-4	-3	20	-1	8
O=C(CN1CCN(c2ncccn2)CC1)N1CCc2ccccc21	6	-1	-6	0.6	-12	2	0	2	7
Cc1ccc(-c2ccc(CCC(=O)O)n2CC(=O)O)cc1	-26	-10	-3	0.3	6	7	26	x	x
C/C(=N\NC(=O)c1cccc(S(=O)(=O)Nc2ccccc2Cl)c1)c1ccc(-n2ccnc2)cc1	7	1	-1	0.3	-20	1	-6	1	6
COc1cccc(OC)c1OCCCNC1CCCC1	-8	-37	-8	0.2	-17	26	16	-11	2
O=C(NCCOC12CC3CC(CC(C3)C1)C2)c1cccc(Br)c1	3	-17	0	0.1	-22	5	8	10	6
CCN(CC)c1ccc2cc(C(=O)c3cccs3)c(=O)oc2c1	40*	60*	131*	74*	x	-36	-1	-14	7
O=C(COc1ccc(S(=O)(=O)NCc2ccccc2)cc1)NCc1cccnc1	-23	-18	-6	0.9	x	16	0	6	1
O=C(N/N=C/c1ccco1)c1ccncc1	-6	-5	-4	-0.3	4	4	5	-1	2
Cc1cc(C)c2cc(CN(Cc3nnnn3Cc3ccc(F)cc3)C3CCCC3)c(=O)[nH]c2c1	-16	-8	-3	0.7	-18	3	-5	-6	18
CCNC(=O)C1(C)CCCN(C(=O)Cc2ccc(OC)c(OC)c2)C1 (stereo not given)	-6	-10	1	0.2	x	12	13	-26	3
Cc1ccc(C(=O)Nc2ccon2)cc1S(=O)(=O)N1CCCCCC1	-17	-1	-3	3.7	-4	6	34	10	10
C=CCNC(=O)CCCc1ccccc1	-6	-12	-5	0.6	3	10	14	0	2
COC(OC)c1ccnc(-c2ccc(OC(C)=O)cc2)n1	0	-8	1	-0.1	-8	5	-13	-4	3
COc1ccc(/C=C(\C#N)C(=O)NCc2ccccc2)cc1	-8	0	-4	2.9	-11	2	-10	-4	1
COC(=O)c1ccc(-n2c(C)ccc2-c2ccccc2)cc1	-17	-16	-7	0.3	-48	9	23	-2	4
COc1ccc(NC(=O)C2CCCN2S(=O)(=O)c2cccc3cccnc23)cc1OC (stereo not given)	3	-14	-2	0.4	-7	4	8	-8	1
COc1ccc(C(=O)NNC(=S)NC(=O)c2ccc(F)cc2)cc1Br	17	35*	88*	66*	29	-27	-35	6	51*
CCCNS(=O)(=O)c1ccc(OCC(=O)N2CCOCC2)cc1	-14	-23	0	0.8	4	8	14	-2	2
O=C(NNC(=O)c1ccccc1[N+](=O)[O-])c1csc(N2CCOCC2)n1	11	-2	-3	0.0	-6	1	-15	-14	1

Three entries drawn at random from the list so far, as already listed:
SMILES	CHO-K1 Ca antag	M1 antag	CHRM1 agonist	CHO-K1 Ca ag	CHO parental Ca	M1 PAM	M1 PAM parental	TAAR1 antag	TAAR1 agonist
COc1ccc(/C=C(\C#N)C(=O)NCc2ccccc2)cc1	-8	0	-4	2.9	-11	2	-10	-4	1
O=C(CN1CCN(c2ncccn2)CC1)N1CCc2ccccc21	6	-1	-6	0.6	-12	2	0	2	7
COC(OC)c1ccnc(-c2ccc(OC(C)=O)cc2)n1	0	-8	1	-0.1	-8	5	-13	-4	3

(listing goes on)
SMILES	CHO-K1 Ca antag	M1 antag	CHRM1 agonist	CHO-K1 Ca ag	CHO parental Ca	M1 PAM	M1 PAM parental	TAAR1 antag	TAAR1 agonist
COc1ccc(C(=O)Oc2cccnc2)cc1	-4	-34	-2	-0.2	4	4	7	8	7
Cc1ccc2nc(-c3ccc(C#N)cc3)c(Cc3cccc(Cl)c3)n2c1	-18	-11	-6	0.0	x	-10	-8	-12	1
Nc1nc(CSc2ccc(Cl)cc2)nc(N2CCCCC2)n1	-10	10	-5	5.8	-5	-9	16	-10	-2
O=C(CN1CCN(S(=O)(=O)c2ccc3ccccc3c2)CC1)N1CCc2ccccc2C1	-10	-11	-4	0.2	0	5	12	12	8
O=[N+]([O-])c1ccc(NN=Cc2ccccc2O)nc1	-13	-1	0	1.9	x	-7	6	27	35
CC(OC(=O)C(NC(=O)c1ccco1)C(C)C)C(=O)Nc1ncc(Cl)cc1Cl (stereo not given)	-7	4	-4	0.9	-16	0	9	-7	1
Cc1cc(C(=O)Nc2cccc(O)c2)co1	-8	-15	-2	0.0	8	10	14	4	8
COc1cccc(CN2CCNC(=O)C2CC(=O)N(C)CC2CCOCC2)c1OC (stereo not given)	-20	-2	-1	1.2	-20	3	26	-14	5
CC(=O)Nc1ccc(N/C=C/C(=O)c2ccc(Br)cc2)cc1	-7	-13	-3	1.2	-16	13	14	x	x
COc1ccc(CCN(C)c2ncnc3sccc23)cc1OC	5	2	2	4.8	-13	0	-16	11	10
CCOCc1nnc(NC(=O)CSc2ccc(C)cc2)s1	-2	3	2	1.7	-13	4	15	8	29
O=C(c1cc2ccccc2o1)N1CC=C(c2ccccc2)CC1	-17	-5	-8	1.0	-19	0	20	22	2

The order is random, and some 4.4% of all compounds hit somewhere here.
